From PubChem BioAssay
sEH act: soluble epoxide hydrolase (human) activation; activation, % at 2 µM; purified human sEH enzymatic activity, activator screen; 0.04% of 91,000 active; in the data active = activation above about 37%; also: values of inactives mirror those of a sister screen read the other way
ERa coact inh: blocks coactivator binding to human estrogen receptor alpha; AID 629; TR-FRET ER-alpha LBD / SRC-1 peptide, estradiol-bound; inhibition, % at 25.6 µM; P03372; 1.7% of 86,000 active; in the data active = inhibition above about 50%;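 also: 0% = receptor plus peptide control and 100% = peptide only without receptor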
Target sequence (P03372 whole entry, looked up, the tested form may be a part): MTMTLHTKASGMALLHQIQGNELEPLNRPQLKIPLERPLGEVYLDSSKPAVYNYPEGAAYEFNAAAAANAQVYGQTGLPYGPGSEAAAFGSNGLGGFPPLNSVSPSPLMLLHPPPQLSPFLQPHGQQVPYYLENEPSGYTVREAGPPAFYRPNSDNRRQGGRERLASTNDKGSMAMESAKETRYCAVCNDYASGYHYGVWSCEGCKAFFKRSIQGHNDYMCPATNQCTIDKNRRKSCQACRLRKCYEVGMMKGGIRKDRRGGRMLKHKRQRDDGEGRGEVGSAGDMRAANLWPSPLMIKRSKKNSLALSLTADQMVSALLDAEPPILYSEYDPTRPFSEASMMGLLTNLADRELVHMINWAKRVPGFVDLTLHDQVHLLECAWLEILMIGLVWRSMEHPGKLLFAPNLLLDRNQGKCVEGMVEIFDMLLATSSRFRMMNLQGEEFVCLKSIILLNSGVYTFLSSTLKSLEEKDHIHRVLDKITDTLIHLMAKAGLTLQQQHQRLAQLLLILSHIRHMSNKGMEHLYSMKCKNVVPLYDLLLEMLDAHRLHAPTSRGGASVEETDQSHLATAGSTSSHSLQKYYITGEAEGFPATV
Fibroblast inh: blocks proliferation of human lung fibroblasts; viability, % at 10 µM; 1.1% of 85,000 active; LL 47 human lung fibroblast viability, ATP luminescence; active compounds read low;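 active = viability at or below 50% in the single dose screen; inactive = viability above 50%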;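 also: compound exposure lasted 72 h before the ATP readout; 100% = median luminescence of untreated cell-only wells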
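Test system: LL 47 human lung fibroblasts; Quantity: 1,150 cells/well; Buffer or medium: IMEM plus 15% FBS; Dosing: tenfold compound dosing solution, DMSO at 0.1%; Timing: overnight cell rest, 72 h compound treatment at 37 °C; Detection: ATP-based CellTiter-Glo luminescent readout; Read-out basis: viability percentage against median untreated-cell control; Controls: cell-only wells, no compound.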
HUVEC inhibit: human endothelial cell proliferation inhibition; 1.1% of 86,000 active; HUVEC proliferation, CellTiter-Glo luminescence, 72 h; active compounds read low; viability, % at 10 µM (by protocol); AID 648;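 active = viability at or below 30%; inactive = viability above 30%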;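 also: 100% = median luminescence of DMSO-only cell control wells on each plate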
H69AR inhibit: blocks growth of human H69AR lung tumor cells; viability, % at 10 µM; AID 598; 6% of 85,000 active; H69AR lung tumor viability, ATP luminescence, 72 h; active compounds read low;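 active = viability at or below 40%; inactive = viability above 40%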;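 also: multidrug resistant small cell line overexpressing MRP-1 efflux transporter; 100% = mean luminescence of untreated control wells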
ERb coact inh: blocks coactivator binding to human estrogen receptor beta. inhibition, % at 25.6 µM. 1.3% of 86,000 active. TR-FRET ER-beta LBD / SRC1-Cy5 peptide binding; receptor agonist-loaded with 1 µM estradiol. Q92731;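 active = compounds whose percent inhibition of the receptor-coactivator binding signal exceeds about 50% in the single-dose screen, limit read from the data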;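 also: 0% = receptor plus peptide wells without compound and 100% = peptide-only wells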
Smad3 inh: Smad3 (human) transcription factor binding inhibition; TR-FRET Smad3/Dy647-FoxH1 peptide binding, europium anti-His; inhibition, % at 25 µM; 0.29% of 88,000 active;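 active = compounds that reduce the energy-transfer binding signal between the protein and its labelled peptide by more than half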;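 also: 0% = Smad3 plus labelled peptide maximal FRET and 100% = peptide-only background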
ERa SRC1 pot: enhances coactivator binding to human estrogen receptor alpha | TR-FRET ERalpha-LBD/SRC-Cy5 coactivator binding, 2 h; 100 = basal binding, no effect | 1.3% of 86,000 active | coactivator binding (% of control), % at 25.6 µM; in the data active = activity above about 200%;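 also: binding measured in presence of low estradiol as agonist stimulus; 0% = peptide alone without receptor and 100% = receptor with peptide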
Calb biofilm kill: kills Candida albicans biofilms. 0.14% of 85,000 active. inhibition, % at 6 µM. C. albicans biofilm + clotrimazole, Alamar Blue. AID 834;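 active = inhibition above 20%; inactive = inhibition below 20%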;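 also: preformed 24 hr biofilms exposed to compound for 48 hr; 0% = biofilm without compound and 100% = blank killed by clotrimazole plus chlorhexidine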
* hit, by the source's call; x = not tested or not shown; [ ] = dose if it differs, or a comment. An excerpt; count on the stated rates, not on these rows.

Order of values – sEH act	ERa coact inh	Fibroblast inh	HUVEC inhibit	H69AR inhibit	ERb coact inh	Smad3 inh	ERa SRC1 pot	Calb biofilm kill
CCCn1c(=O)c2ccccc2n2c(SCC(=O)c3cc(C)n(CC4CCCO4)c3C)nnc12 (stereo not drawn)
    x	-8	96	88	94	-6	-4	123	-1
CCC(C)NC(=O)N[C@@H](Cc1ccccc1)C(=O)O (stereo partly drawn)
    -2	2	98	100	101	8	16[fluorescence artefact?]	94[fluorescence artefact?]	2
CCCn1c(-c2ccc(F)cc2)cnc1SCC(=O)O
    7	-3	94	94	82	1	6	102[fluorescence artefact?]	11
CC(=O)Nc1ccc(N/C=C/C(=O)c2ccc(C)o2)cc1
    11	0[fluorescence artefact?]	99	94	100	4	8	100	2
CCOC(=O)C(NC(C)=O)(Nc1ccc(S(=O)(=O)Nc2cc(C)on2)cc1)C(F)(F)F (stereo not drawn)
    9	-4	101	90	99	-7	1	109	-5
O=C(CSc1ncn[nH]1)Nc1ccccc1C(=O)O
    0	0	104	104	96	-4	8	127	5
Nc1nc(-c2nc3ccccc3[nH]2)cs1
    21	-3	88	88	76	6[fluorescence artefact?]	-5	99	11
CCOc1ccc(C(=O)OCC(=O)c2c(N)n(C)c(=O)n(C)c2=O)cc1OCC
    4	3	98	102	99	2	-1	101	10
COc1ccc(C2CC(=O)c3cnc(NC(=O)c4ccccc4OC)nc3C2)c(OC)c1 (stereo not drawn)
    1	0	94	86	72	20	-2	125	x
N#CCCn1c(C2CCCCC2)nc2ccccc21
    5	-6	98	102	85	-4	6	96	13
CCOc1ccc(NC(=O)N2CCC(c3ccc(C)cc3)C2)cc1 (stereo not drawn)
    -82	7	100	110	99	3	12	115	10
CCN1CCN(C(=O)c2cc(-c3cccnc3)nc3ccc(Br)cc23)CC1
    -5	7[fluorescence artefact?]	91	85	80	4[fluorescence artefact?]	6	105	6
Nc1nc(-c2ccc(Cl)cc2Cl)cn1N
    11	-17[fluorescence artefact?]	97	96	88	-8[fluorescence artefact?]	-8	112	6
Cc1c(C(=O)N2CCOCC2)sc2ncnc(N3CCc4ccccc4C3)c12
    2	24[fluorescence artefact?]	96	87	64	16[fluorescence artefact?]	-10	109	7
CCN(CC)CCNc1ncnc2c1sc1nc(N3CCOCC3)c3c(c12)CC(C)(C)SC3
    6	-6	2.6*	7.2*	2.6*	-12	-6	91	9
Cc1cccc(C2CC(c3ccc(F)cc3)Nc3nc(N)nn32)c1 (stereo not drawn)
    -8	-2	95	99	100	1[fluorescence artefact?]	-3	71	-2
CCc1c(C)nc(SCC(=O)N2CCc3ccccc32)[nH]c1=O
    -10	-9	103	103	103	1	10	113	8
COc1ccccc1Oc1ccc(S(=O)(=O)Nc2cccnc2)cc1
    10	21	99	99	103	-2	-3	91	3
COCCNC(=O)CCCCCN1C(=O)CCC1=O
    -13	2	100	95	96	-7	1	104[fluorescence artefact?]	3
CCCC(C(=O)N1CCOCC1)N1C(=O)C2C3C=CC(C3)C2C1=O (stereo not drawn)
    x	-8	102	92	96	2	6	109	5
CC(=O)Nc1cccc(NC(=O)c2cc3ccccc3o2)c1
    9	-8	87	83	92	5	3	107	1
COc1ccc(-c2noc(CN3C(=O)c4ccccc4C3=O)n2)cc1
    -4	-1	89	88	100	5	0	105	5
c1ccc(Oc2cccc(CN3CCCCC3)c2)cc1
    -19	5[fluorescence artefact?]	x	x	x	2[fluorescence artefact?]	-6	111	x
Cc1cc(NC(=O)NC2CCCN2S(=O)(=O)c2ccc(Cl)cc2)no1 (stereo not drawn)
    2	-2	104	98	89	-4	4	93	x
COc1ccccc1NC(=O)CN(c1ccccc1F)S(C)(=O)=O
    8	-25	105	96	74	-20[fluorescence artefact?]	16	98	8
COC(=O)Cn1c(=O)c2c(nc3n2CC(C)CN3c2ccc(C)c(C)c2)n(C)c1=O (stereo not drawn)
    x	-9	96	84	85	-11	-6	98	10
c1ccc(Oc2cccc(OCCCn3cncn3)c2)cc1
    13	-3	89	88	94	2	-2	108	-6
CCOC(=O)c1cnn(-c2ncnc3c2oc2ccccc23)c1N
    x	4	114	96	95	1	10	109	7
COc1ccc2ccccc2c1C(O)c1nccn1C (stereo not drawn)
    11	-7	90	89	102	-6	-8	103	8
NCCc1nnc(SCc2c(F)cccc2Cl)o1
    9	7[fluorescence artefact?]	103	94	102	-4[fluorescence artefact?]	-7	107	5
Oc1ccccc1-c1nc(N2CCN(Cc3ccccc3)CC2)c2ccccc2n1
    x	-12[fluorescence artefact?]	92	100	89	-3	-2	237*[fluorescence artefact?]	0
CCOCCCN1C(=O)CN(C2CCCCCC2)C(=O)C1c1ccc(OC)cc1 (stereo not drawn)
    -7	-8	93	105	87	-9	4	116	-3
CCOC(=O)N1CCC(NC(=O)CCc2nc(-c3ccc(C)cc3)no2)CC1
    0	10	100	102	97	19[fluorescence artefact?]	1	88	1
COc1ccccc1C(O)Cc1nc2ccccc2n1C (stereo not drawn)
    -10	15	111	112	94	-1	10	101	5
CCCCNC(=O)Nc1nnc(-c2ccccc2)o1
    -4	-2	106	94	74	2	4	98	3
CC(NS(=O)(=O)c1ccccc1)C(=O)Nc1nccs1 (stereo not drawn)
    -3	15	92	89	88	17[fluorescence artefact?]	15	91	3
CCOC(=O)c1cnc2ccc(Br)cc2c1NCCO
    -6	7	101	96	67	7[fluorescence artefact?]	2	108[fluorescence artefact?]	4
COc1ccc(-c2csc3nc(C)n(-n4cccc4)c(=O)c23)cc1OC
    -2	-7	80	68	98	-3	-1	95	4
CC(C)CC(NC(=O)C(NC(=O)OC(C)(C)C)C(C)C)C(=O)N1CCCC1C(N)=O (stereo not drawn)
    -7	9	106	96	91	4	-11	84	-3
CCCCC(c1nnnn1CC1CCCO1)N1CCN(Cc2ccccc2)CC1 (stereo not drawn)
    8	-16	98	99	101	-6	1	108	-1
CCOc1ccc2nc(NCCCNS(=O)(=O)c3ccc(C)cc3)c(C#N)cc2c1
    1	-26	81	68	74	-23[fluorescence artefact?]	7	110	0
CCS(=O)(=O)N1CCCC(C(=O)NCCc2ccc(OC)c(OC)c2)C1 (stereo not drawn)
    -8	0	100	107	102	0	5	116	2
COc1ccccc1NC(=O)C(CC=C(Cl)Cl)C(C)=O (stereo not drawn)
    13	0	95	98	80	-6	-1	100	0
Cc1nc2c(=O)n(C)c(=O)[nH]c2n1Cc1ccccc1
    8	-8	106	95	94	-2	-20	100	1
CCN(CC)S(=O)(=O)c1cccc(C(=O)NC(C(=O)NC2=NCCS2)C(C)C)c1 (stereo not drawn)
    -1	-11	104	89	94	3	-1[fluorescence artefact?]	86	1
C=CCn1c(Oc2cc(C)ccc2C)nc2c1c(=O)n(C)c(=O)n2C
    -8	-3	89	92	79	-1	-1	104	8
CCc1ccc(N(C(C)=O)C2C=CS(=O)(=O)C2)cc1 (stereo not drawn)
    -8	-6	101	96	103	-4	-14	104	-3
COc1ccc(-c2nc3n(c(=O)c2C#N)CCCS3)cc1
    -2	13[fluorescence artefact?]	98	98	91	17	-4	165[fluorescence artefact?]	4
CC(C)N(CCNC(=O)C1CCC(=O)N1Cc1ccc(F)cc1)Cc1ccccc1 (stereo not drawn)
    0	-3	103	91	88	12	-10	76[fluorescence artefact?]	8
CN(C)S(=O)(=O)c1ccc(C(=O)NCCOc2ccccc2)cc1
    10	-13	94	90	102	-13[fluorescence artefact?]	1	94	4
Cn1c(SCC(=O)NC2CCCCC2)nnc1-c1cc2ccccc2o1
    -6	19	102	105	91	0	11	84	12
Cc1cc[n+](-c2nc([O-])n(-c3ccccc3)c2C=O)cc1
    -2	-21	105	105	107	-7	-4	107	3
OC(COc1ccccc1Cl)CN1CCN(CC(O)COc2ccccc2Cl)CC1 (stereo not drawn)
    6	0	81	64	55	-2[fluorescence artefact?]	-9	115[fluorescence artefact?]	-3
Cc1ccccc1NC(=O)Cn1nnc(-c2ccc(N3CCOCC3)cc2)n1
    12	11	91	101	102	16[fluorescence artefact?]	-10	121	-2
COc1ccccc1CNC(=O)CCNS(=O)(=O)c1cccc2nsnc12
    -2	-5	105	93	103	-6	9	111	2
CC(C)C(NC(=O)C1CCCCC1)C(=O)NC1CCN(Cc2ccccc2)CC1 (stereo not drawn)
    20	0	98	90	89	7	0	105[fluorescence artefact?]	5
O=C(O)Cn1nnn(-c2ccccc2)c1=S
    -6	-7	105	102	95	0	0	111	7
O=S(=O)(NCCSc1ccccc1)c1cccs1
    -2	2	103	96	94	1	-5	117[fluorescence artefact?]	18
Cc1ccccc1C(=O)Nc1nc2n(n1)C(c1ccccc1)CC(=O)N2 (stereo not drawn)
    3	0	100	74	50	-9	6	105	5
